Screening data as filed in PubChem BioAssay.
Spn PMK inh = S. pneumoniae PMK inhibitors, primary screen, biochemical, mevalonate pathway, pilot trial included | phosphomevalonate kinase (Streptococcus pneumoniae D39) | purified PMK, PK/LDH-coupled NADH absorbance 340 nm | inhibition, % at 10 µM | hit rate 0.49% among 65,000 | AID 539, 2006;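 active = top-ranked compounds by inhibition in the single 10 µM screen, taking a fixed number of the strongest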;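 also: 0% = full reaction with DMSO carrier and 100% = background rate without enzyme reaction; no value below 0 was filed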
Spn MK inh = S. pneumoniae MK inhibitors, primary screen, biochemical, PK/LDH-coupled NADH absorbance. mevalonate kinase [Streptococcus pneumoniae D39]. purified MK, PK/LDH-coupled NADH absorbance 340 nm. inhibition, % at 10 µM. hit rate 0.48% among 65,000. AID 555, 2006;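 active = ranked among the strongest by inhibition in the single 10 µM screen, a fixed top-ranked set picked for dose follow-up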; also: no value below 0 was filed
TNAP inhibition = human TNAP enzyme inhibitors, biochemical, luminescent (AID 518). purified TNAP enzyme, luminescent substrate readout; higher % means a stronger effect. Alkaline phosphatase, tissue-nonspecific isozyme (Homo sapiens). one-dose inhibition, % at 20 µM; IC50 in µM for titrated hits. hit rate 0.09% among 64,000; in the data active = a potency from the dose series; inactive = the rest, 99 in 100 with inhibition below about 22%;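 also: plate controls were vehicle for no effect and reference inhibitor for full effect; many of its hits are not listed in these tables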
Bfl-1 inhibitors = Bfl-1 inhibitors, primary screen, biochemical, fluorescence polarization, FITC-Bid, mouse (AID 432); Bcl-2-related protein A1 (Mus musculus); FITC-Bid BH3 peptide fluorescence polarization displacement; higher % means a stronger effect; one-dose displacement, % at 20 µM; IC50 in µM for titrated hits; hit rate 0.02% among 64,000; in the data active = a potency from the dose series; inactive = the rest, 99 in 100 with displacement below about 15%; also: strong numbers were not always called active
KRASV12 cytotoxicity = cytotoxicity in KRAS-transformed pancreatic duct cells, primary screen, cell-based, fluorescence, HTS (AID 431); cytotoxicity, % at 10 µM; hits with a dose series show EC50 in µM; HPDE-C7K KRASV12 cells, Alamar Blue viability, 48 h; higher % means a stronger effect; hit rate 1.7% among 63,000;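 active = compounds whose percent cytotoxicity in the single-dose primary screen, scaled between solvent and toxic-drug controls, exceeds 50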;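 also: 0% = DMSO solvent wells and 100% = doxorubicin-treated wells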
HT1080 viability = cytotoxicity in HT1080 fibrosarcoma cells, cell-based, fluorescence readout (AID 620); HT1080 viability, fluorescence; higher % means a stronger effect; cytotoxicity, % at 10 µM, or EC50 in µM where a hit was titrated; hit rate 0.42% among 87,000;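 also: cells exposed to compound overnight then 4 h with Alamar Blue; 0% = vehicle DMSO and 100% = killing control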
Spn DPM-DC inh = S. pneumoniae DPM-DC inhibitors, primary screen, biochemical, PK/LDH-coupled NADH fluorescence. hit rate 0.49% among 65,000. AID 556, 2006. diphosphomevalonate decarboxylase (Streptococcus pneumoniae D39). calls only at 10 µM. purified DPM-DC;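 active = the 320 compounds with the highest percent inhibition in the single-dose primary screen, excluding strongly autofluorescent ones, cut at about 32% in these data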;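 also: kinetic rate of NADH fluorescence loss reporting ADP formed by the decarboxylase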
HPDE-C7 cytotoxicity = cytotoxicity in HPDE-C7 cells, cell-based, fluorescence, HTS (AID 430) | HPDE-C7 pancreatic duct cells viability, fluorescence; higher % means a stronger effect | one-dose cytotoxicity, % at 10 µM; EC50 in µM for titrated hits | hit rate 1.8% among 63,000;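 also: cells exposed to compound for 48 hours before viability readout; 0% = vehicle and 100% = reference cytotoxic drug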
LYP inhibition = LYP phosphatase inhibitors, primary screen, biochemical, DiFMUP fluorescence, recombinant catalytic domain, 10 µM (AID 606); Tyrosine-protein phosphatase non-receptor type 22 (Homo sapiens); recombinant LYP catalytic domain, DiFMUP fluorescence; higher % means a stronger effect; inhibition, % at 10 µM; hits with a dose series show IC50 in µM; 52,000 tested, under 10 active;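 active = IC50 under 40 µM in the dose-response test; inactive = IC50 of 40 µM or more, or never dose-tested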
Spn PMK inh pilot replicates = also measured in Spn PMK inh; calls as there; inhibition, %; measured here: pilot screen replicates
Spn MK inh pilot replicates = second read-out of Spn MK inh, no call of its own (marks repeat the call); inhibition, %; measured here: pilot screen replicates
Spn DPM-DC inh pilot screen % = recorded beside Spn DPM-DC inh, whose call it bears; inhibition, %; measured here: pilot screen trials
The depositor's hits bear a star; i = inactive; nt = not tested or not shown; & = joins results of further samples. Rule as the data show it, unless noted: active = cytotoxicity above about 50%; inactive = the rest.

SMILES	Spn PMK inh	Spn MK inh	TNAP inhibition	Bfl-1 inhibitors	KRASV12 cytotoxicity	HT1080 viability	Spn DPM-DC inh	HPDE-C7 cytotoxicity	LYP inhibition	others
CCOC(=O)C1=C(C)C(c2ccc(OC)cc2OC)NC(=O)N1 (stereo not given)	20	3	10%	-2%	-21%	-2%	i	-12%	-1%
CC12CCC(C(=O)N3CCCCC3)(CC1=O)C2(C)C (stereo not given)	1	0	7%	-4%	-19%	0%	i	-13%	nt	Spn PMK inh pilot replicates=0.5;Spn MK inh pilot replicates=0.0;Spn DPM-DC inh pilot screen %=0.5
O=C(NCc1cccc(F)c1)C1CCN(S(=O)(=O)Cc2ccccc2)CC1	6	0	9%	-2%	-2%	6%	i	-6%	-10%
COc1ccc(OC)c(-n2nnnc2SCC(=O)Nc2ccc3c(c2)OCCO3)c1	0	17	7%	-3%	6%	-10%	i	-2%	3%
CN1C(=O)CCC1(O)c1ccccc1 (stereo not given)	0	14	12%	1%	5%	-6%	i	15%	10%	Spn PMK inh pilot replicates=2.5;Spn MK inh pilot replicates=3.0;Spn DPM-DC inh pilot screen %=0.0
CC1CN(CC(=O)N2CCc3[nH]c4ccccc4c3C2)CC(C)O1 (stereo not given)	12	12	2%	-1%	2%	-9%	i	1%	4%
O=C(Oc1ccc(-c2nnco2)cc1)N(c1ccccc1)c1ccccc1	4	7	7%	-3%	10%	-1%	i	-6%	11%
Cc1nc(-c2ccccc2)cc(=O)[nH]1	10	4	7%	-8%	7%	12%	i	4%	nt
Cc1ccc(-c2nnn(CC(=O)N(CC(=O)NC3CCCC3)c3cnc4ccccc4c3)n2)o1	15	9	5%	-6%	3%	2%	i	-3%	nt
Cc1c(Br)cc(C(=O)N2CCCC2)c(C)c1C	7	3	-1%	-2%	8%	-3%	i	-1%	23%
CC(=O)C1=C(O)C(=O)N(CC(=O)O)C1c1ccccc1Cl (stereo not given)	7	11	10%	-2%	0%	-7%	i	6%	3%
COCCn1nnnc1CN1CCC(NC(=O)c2ccc(Br)cc2)CC1	8	0	4%	-10%	-2%	1%	i	-2%	6%
O=C(c1cccc(Cl)c1Cl)N1CCN(c2ccccn2)CC1	1	1	11%	2%	9%	-2%	i	2%	10%
CCCCn1c(SCc2cc(=O)n3ccsc3n2)nc2cc(C(=O)OC)ccc2c1=O	9	17	11%	-8%	33%	0%	i	13%	8%
CCN1CCN(C(c2cccs2)C(C)NC(=O)c2cccnc2)CC1 (stereo not given)	17	0	5%	-7%	-23%	-7%	i	-18%	15%
c1coc(-c2nnc3sc(Cc4cccs4)nn23)c1	0	5	9%	-3%	3%	-2%	i	1%	-1%
COc1ccc(NC(C)=O)cc1NC(=O)CSc1nnc(-c2ccccc2)n1N	0	0	13%	2%	-14%	0%	i	-1%	9%
OC(COCc1cccs1)CN1CCN(c2ccccn2)CC1 (stereo not given)	1	5	8%	-6%	3%	3%	i	-13%	3%
Cc1cc(Nc2ccc(Br)c(C)c2)n2nc(C)nc2n1	11	8	0%	-2%	5%	4%	i	2%	10%
CC(=O)Nc1ccc(OCC(O)CN2CCN(c3cc(Cl)ccc3C)CC2)cc1 (stereo not given)	18	0	4%	-3%	27%	0%	i	15%	5%
CC(C)CC(C(=O)Nn1cnnc1)N1C(=O)c2ccccc2C1=O (stereo not given)	8	3	10%	3%	1%	-3%	i	-2%	nt
Oc1ccccc1-c1nnc(SCCN2CCOCC2)n1Cc1ccccc1	13	9	6%	-6%	-2%	-2%	i	-14%	5%
CC(C)c1nnc(NC(=O)CCC(=O)Nc2ccc(F)cc2)s1	4	5	21%	-5%	12%	-4%	i	7%	-1%
c1ccc(Cc2nnc3sc(-c4ccccn4)nn23)cc1	13	11	nt	nt	nt	7%	i	nt	7%
CCCc1cc(C(=O)NC2CCCCC2)no1	13	8	4%	-3%	-1%	-3%	i	-14%	0%
CCN1C(=O)c2ccc(C(=O)NCc3ccccc3)cc2C1=O	8	10	1%	0%	-10%	0%	i	-6%	5%
Cc1cc(CN2CCN(CCC#N)CC2)c(O)c(C2(C)CCCCC2)c1	0	3	8%	2%	-11%	4%	i	-14%	4%	Spn PMK inh pilot replicates=0.0;Spn MK inh pilot replicates=0.0;Spn DPM-DC inh pilot screen %=0.0
Cc1csc(NC(=O)CCCSc2nc3ccccc3s2)n1	7	0	13%	4%	18%	1%	i	1%	-5%	Spn PMK inh pilot replicates=1.0;Spn MK inh pilot replicates=3.0;Spn DPM-DC inh pilot screen %=0.5
CC(=O)NC1CC2CCCC(C1)N2C(=O)Nc1ccc(Cl)c(C(F)(F)F)c1 (stereo not given)	17	0	7%	8%	-14%	-2%	i	-9%	nt
CCc1ccc2nc(N3CCN(C)CC3)c(C#N)cc2c1	0	6	-2%	-7%	nt	27%	i	nt	nt
CC(C)OC(=O)CSc1n[nH]c(-c2cccnc2)n1	18	5	5%	-5%	-5%	-2%	i	-5%	11%
COCCNS(=O)(=O)c1ccc(C2CNC(=O)C2)cc1 (stereo not given)	0	2	2%	-5%	-5%	5%	i	-2%	19%
O=C(c1cccn2c(=O)c3ccccc3nc12)N1CCN(c2ccccn2)CC1	13	3	-3%	-7%	-28%	9%	i	-13%	9%
COc1ccc(OC(=O)CCCN2C(=O)c3ccccc3C2=O)cc1	0	5	5%	-2%	-7%	7%	i	-3%	-1%
CCOC(=O)C1CCN(S(=O)(=O)c2cn(C)c(=O)n(C)c2=O)CC1	8	4	12%	-3%	-2%	-4%	i	4%	8%
O=C(Nc1cccc2nsnc12)c1cccs1	11&5	6&6	14%&11%	-2%&-6%	-18%&-3%	1%&28%	i	-12%&-4%	7%&5%
CCC1Oc2ccc(C)cc2N(CC(=O)NCc2cccc(OC)c2)C1=O (stereo not given)	13	8	6%	-4%	-6%	9%	i	-5%	nt
O=C(COc1nncc2ccccc12)NCCC1=CCCCC1	15	2	6%	-4%	-7%	-1%	i	-7%	18%
CC1=C(C(=O)OC(C)C)C(c2cccs2)N2C(=O)CCSC2=N1 (stereo not given)	1	4	4%	-2%	10%	-2%	i	2%	4%
CCOn1c(=O)c(=O)n(OCc2ccccc2)c2ccccc21	11	6	20%	-6%	-4%	-4%	i	-8%	-6%	Spn PMK inh pilot replicates=5.5;Spn MK inh pilot replicates=1.0;Spn DPM-DC inh pilot screen %=0.0
COC(=O)c1ccc(CSc2nc(C)nc3sc(C)c(C)c23)o1	18	2	9%	-4%	-5%	2%	i	-8%	17%
Cc1cc(C(=O)CN2C(=O)NC3(CCCCC3)C2=O)c(C)n1Cc1ccc2c(c1)OCO2	16	2	12%	-3%	3%	-5%	i	1%	nt
COc1ccc(OCC(O)CN2C(=O)NC(C)(C)C2=O)cc1 (stereo not given)	5	4	-1%	2%	-3%	-4%	i	-13%	-1%
Cc1ccnc(Nc2nc(-c3c(C)nc4sccn34)cs2)c1	7	3	4%	4%	36%	-5%	i	28%	13%
Cc1cc(C)n(C(=O)CNC(=O)c2ccco2)n1	8	10	8%	-3%	-13%	-1%	i	-9%	3%
CCCNC(=O)COC(=O)c1ccc(S(=O)(=O)N2CCCCCC2)cc1	24	0	8%	-3%	-4%	0%	i	-20%	-14%
C=CCn1c(SCC(=O)Nc2c(C)cccc2C)nnc1-c1cnccn1	7	7	5%	5%	-10%	2%	i	-5%	-2%
CCCn1cnc2c(c1=O)c1nc3ccccc3nc1n2CCc1ccccc1	2	9	7%	-3%	-12%	16%	nt	-14%	nt
Cc1nn(-c2ccc(F)cc2)c2c1cc(C#N)c1nc3ccccc3n12	2	4	11%	-2%	-9%	-1%	nt	-3%	6%	Spn PMK inh pilot replicates=4.0;Spn MK inh pilot replicates=2.5
O=C1COc2ccc(C(=O)c3ccccc3)cc2CN1	7	11	16%	1%	-5%	nt	i	3%	11%
CC(C)c1[nH]nc2c1C1(CCN(Cc3ccccc3)CC1)C(C#N)=C(N)O2	11	8	4%	2%	-4%	-5%	i	-11%	nt
CCCn1c(N)c(N(C)C)c(=O)n(CC(=O)Nc2ccc(OC(F)(F)F)cc2)c1=O	0	11	12%	-1%	0%	0%	i	-3%	4%
CC1(C)CC(c2csc(N)n2)CCO1 (stereo not given)	13	7	1%	2%	8%	-19%	i	6%	4%
Cc1c(C(=O)O)sc2ncn(C)c(=O)c12	2	7	9%	-5%	-13%	0%	i	-8%	3%	Spn PMK inh pilot replicates=2.5;Spn MK inh pilot replicates=2.0;Spn DPM-DC inh pilot screen %=1.0
Cc1ccc(NCc2nnc(SCC(=O)OC3CCCCC3)o2)c(C)c1	8	4	9%	-5%	-1%	-3%	i	0%	nt
COc1ccc(-n2c(=O)cc(N3CC(C)OC(C)C3)[nH]c2=O)cc1 (stereo not given)	4	12	2%	0%	-4%	1%	i	-13%	12%
COc1cccc(Nc2ncnc3c2cnn3C)c1	13	9	0%	-1%	-4%	-4%	i	2%	nt
COc1ccc(-c2nc(CS(=O)CC(=O)NCc3ccco3)c(C)o2)cc1OC (stereo not given)	23	5	15%	-7%	1%	-7%	i	3%	-7%
COC(=O)CNc1nc(-c2cccnc2)nc2ccccc12	0	0	16%	-1%	10%	-14%	i	3%	2%
CC(=O)C1C(c2ccc(F)cc2)NC(=O)NC1(O)C(F)(F)F (stereo not given)	12	0	6%	-1%	1%	12%	i	5%	4%
Cn1c(N2CCOCC2)nc2c1c(=O)n(Cc1ccc(Cl)cc1)c(=O)n2C	1	0	14%	-2%	14%	-2%	i	8%	nt
